Screening results (PubChem)
PI4K2A inh: blocks human PI4K2A kinase activity; Q9BTU6; purified PI4K2A, ADP-Glo luminescence, 1 h; hits give low values; activity change, negative = inhibition, % at 76.9 µM; 0.13% of 420,000 active; in the data active means activity change below about -50%; inconclusive means mostly about -30% to -49%;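 further: -100% = wells without enzyme as full effect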
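PI4K2A activity was measured by ADP-Glo luminescence: enzyme (4 ug/mL stock) and phosphatidylinositol (1.2 mM stock) in Tris pH 7.5/MgCl2/EGTA/Triton X-100 buffer were reacted with ATP (300 microM stock) for one hour at ambient temperature.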
TrxR1 substrate: rat thioredoxin reductase 1 substrate activity; 0.01% of 390,000 active; O89049; purified TrxR1 substrate turnover, NADPH consumption readout; Potency, µM (top dose mostly 114 µM), without a hit: top-dose activity change, negative = substrate turnover; further: potency means the concentration at half of the fitted maximal effect; on the % scale 0 is the no-effect control and ±100 the full control effect; nearly all actives have a fitted effect of over 50% in size
Target sequence (O89049 whole entry, looked up): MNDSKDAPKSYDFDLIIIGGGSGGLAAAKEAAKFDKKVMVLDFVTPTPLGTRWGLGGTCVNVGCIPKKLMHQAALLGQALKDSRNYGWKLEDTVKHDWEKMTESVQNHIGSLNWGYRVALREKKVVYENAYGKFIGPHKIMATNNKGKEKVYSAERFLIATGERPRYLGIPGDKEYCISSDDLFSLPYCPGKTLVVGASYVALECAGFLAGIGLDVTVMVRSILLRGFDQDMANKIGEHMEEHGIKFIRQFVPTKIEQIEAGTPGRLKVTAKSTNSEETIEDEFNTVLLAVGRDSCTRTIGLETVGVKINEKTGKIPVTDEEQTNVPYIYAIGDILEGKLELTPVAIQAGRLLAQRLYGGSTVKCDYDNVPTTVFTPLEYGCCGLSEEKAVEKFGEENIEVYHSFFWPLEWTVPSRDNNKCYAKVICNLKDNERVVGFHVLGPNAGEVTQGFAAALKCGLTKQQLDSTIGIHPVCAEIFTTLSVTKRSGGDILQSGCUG
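Rat TrxR1, dispensed at 90 nM, was prereduced with 400 uM NADPH (final) for 5 min at ~22 deg C, then incubated with compound 15 min before 400 uM selenite. A first-read NADPH fluorescence drop versus no-compound background flagged substrates.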
GLS inh: inhibitors of human glutaminase (GLS); O94925; GLS enzymatic activity, qHTS titration; Potency, µM (doses to about 45.5 µM), for the others: at the highest dose activity change, negative = inhibition, most hits filed as inhibitors; 0.21% of 410,000 active; further: potency means the concentration at half of the fitted maximal effect; on the % scale 0 is the no-effect control and ±100 the full control effect
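Human kidney-isoform GLS in 45 mM KH2PO4 pH 8.2, 0.02% Tween-20, with compound, started with 1mM L-Glutamine (added stock). Glutamate oxidase/HRP/Amplex red coupled fluorescence read at start and after 30 min at RT.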
mIDH1 inhibitor: inhibitors of human mutant IDH1 R132H | O75874 | IDH1-R132H enzyme, NADPH consumption, diaphorase/resazurin fluorescence | Potency, µM (doses to about 76.6 µM), for the others: top-dose activity change, negative = inhibition, actives largely listed as inhibitors | 0.093% of 390,000 active | AID 602179; further: potency means the concentration at half of the fitted maximal effect; on the % scale 0 is the no-effect control and ±100 the full control effect; nearly all actives have a fitted effect of over 65% in size
Target sequence (O75874 whole entry R132H, stated change not applied): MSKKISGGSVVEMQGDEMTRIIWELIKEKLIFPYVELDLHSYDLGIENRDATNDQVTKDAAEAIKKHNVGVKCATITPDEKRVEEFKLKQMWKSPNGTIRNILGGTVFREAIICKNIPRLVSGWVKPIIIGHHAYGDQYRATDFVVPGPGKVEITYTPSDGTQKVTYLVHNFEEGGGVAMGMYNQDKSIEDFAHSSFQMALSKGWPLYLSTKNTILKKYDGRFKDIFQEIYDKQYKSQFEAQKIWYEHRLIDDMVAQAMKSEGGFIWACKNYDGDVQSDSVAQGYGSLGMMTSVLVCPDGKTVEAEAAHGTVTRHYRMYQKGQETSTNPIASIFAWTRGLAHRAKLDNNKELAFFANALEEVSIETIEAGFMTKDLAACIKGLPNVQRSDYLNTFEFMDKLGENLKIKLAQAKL
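IDH1-R132H (0.5 ug/mL) preincubated 30 min with compound, then NADPH (0.016 mM) and alpha-KG (2 mM) added; 80 min at RT, pH 7.5. Remaining NADPH coupled via diaphorase/resazurin to fluorescence (540/590 nm); concentration-response curves normalized to no-enzyme control.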
Tb PGK inh: blocks T. brucei phosphoglycerate kinase; P07378; PGK/GAPDH coupled, Kinase-Glo luminescence, 60 min; Potency, µM (series often up to 57.5 µM), for the others: at the highest dose activity change, negative = inhibition, actives largely listed as inhibitors; 0.043% of 380,000 active; AID 602233; further: potency means the concentration at half of the fitted maximal effect; on the % scale 0 is the no-effect control and ±100 the full control effect; nearly all actives have a fitted effect of over 60% in size
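Luminescent ATP detection (Kinase-Glo Plus) follows a 60-minute room-temperature incubation, with wells lacking PGK as controls. Buffer: 100 mM TEA (pH 7.6), 5 mM MgCl2, 0.01% Tween-20. Coupling enzyme GAPDH (100 nM final) supplies unstable 1,3-BPG in-well.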
USP1-UAF1 inh: blocks the human USP1/UAF1 deubiquitinase complex; Potency, µM (highest dose often 57.1 µM), without a hit: at the highest dose activity change, negative = inhibition, actives largely listed as inhibitors; O94782; recombinant USP1/UAF1, Ub-Rhodamine cleavage fluorescence; 0.23% of 390,000 active; further: potency means the concentration at half of the fitted maximal effect; on the % scale 0 is the no-effect control and ±100 the full control effect; nearly all actives have a fitted effect of over 60% in size; inactives centre near -12
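1 nM enzyme complex + cpd, 15 min RT; start with Ub-Rho 150nM final; kinetic fluorescence ex 480/em 540, 6 reads q60 s. Buffer 50mM HEPES pH 7.8, 0.5mM EDTA, 0.1 mg/ml BSA, 1mM TCEP, 0.01% Tween-20.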
rTrxR1 inhibitor: inhibitors of rat thioredoxin reductase 1 | 1% of 390,000 active | O89049 | AID 588453 | Potency, µM (top dose mostly 114 µM), without a hit: at the top dose activity change, negative = inhibition, most hits filed as inhibitors | recombinant rTrxR1, NADPH fluorescence consumption, selenite substrate; further: potency means the concentration at half of the fitted maximal effect; on the % scale 0 is the no-effect control and ±100 the full control effect; nearly all actives have a fitted effect of over 65% in size
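Rat TrxR1 (90 nM in the dispensed reagent) was pre-reduced with 400 uM NADPH for 5 min at room temperature, then incubated with compound for 15 min. After 400 uM selenite was added, NADPH fluorescence (Ex 340/Em 450 nm) was followed for 8 min.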
HP1b chromo inh: blocks HP1-beta chromodomain binding to methylated histone tails; P83916; AlphaScreen HP1-beta / biotin-H3K9me3 peptide binding; Potency, µM (highest dose often 114 µM), for inactives: at the top dose activity change, negative = inhibition, usual class: inhibitors; 0.56% of 390,000 active; AID 540317; further: potency means the concentration at half of the fitted maximal effect; nearly all actives have a fitted effect of over 70% in size; inactives centre near 23
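AlphaScreen: HP1-beta (50 nM) preformed 30 min with biotin-H3(1-18)K9me3 peptide (50 nM) in PBS pH 7.4, 0.01% Tween-20. Compound added for 30 min at RT, then streptavidin donor/nickel chelate acceptor beads (10 ug/mL) for 30 min.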
Pin1 inh: blocks the human prolyl isomerase Pin1 | 0.009% of 390,000 active | Pin1 FP peptide displacement, HiFluor488, 10 min | Q13526 | Potency, µM (series often up to 115 µM), for inactives: at the top dose activity, negative = inhibition, actives largely listed as inhibitors; active means well fitted inhibition curve with a large enough effect in the polarisation, with a control signal flat, not every such curve was filed as active; inconclusive means small, poorly fitted or top-dose-only effect, or effect the other way, or a change in a side signal; inactive means no such curve, though single readings can be large or run the other way; the % refers to the polarisation; further: potency means the concentration at half of the fitted maximal effect; on the % scale 0 is the no-effect control and ±100 the full control effect
Numbers without * were called inactive; i = inactive; ? = inconclusive; / = no result given; & = joins results of further samples; [ ] = dose if it differs, or a comment. Unless noted, the call rests on the fitted dose curve; in most records, active means well fitted curve in the direction sought with a large enough effect; inconclusive means small, poorly fitted or top-dose-only effect, or another doubt; inactive means no such curve, though single readings can be large; an effect the other way counts as inactive or inconclusive. Some of the compounds tested; count on the stated rates, not on these rows.

Order of results: PI4K2A inh, TrxR1 substrate, GLS inh, mIDH1 inhibitor, Tb PGK inh, USP1-UAF1 inh, rTrxR1 inhibitor, HP1b chromo inh, Pin1 inh
> O=C(Nc1ccc(Cl)cc1)[C@@H]1[C@@H]2C(=O)N(c3ccc4ccccc4c3)C(=O)[C@@H]2[C@H]2C=CC=NN21
    -5, -3%, -4%, 0%, -4%, -11%, ?, -4%, 0%
> Cc1cccc(C(=O)NCC(=O)OCc2nc(N)nc(Nc3ccccc3C)n2)c1
    1, 3%, 4%, -7%, 9%, -16%, 9%, 33%, 2%
> Cc1cccc2sc(N(CCCN(C)C)C(=O)c3ccc(C(=O)c4ccccc4)cc3)nc12
    2&-10, 7%, 2%, 3%, 6%, -24%, 30%, -10%, -3%
> Cc1ccc(CN2CCN(CCC(C)C)C(CCO)C2)s1 (configuration not stated)
    3, 6%[57.1 µM], -1%, 18%, -2%, -7%, 12%[57.1 µM], 13%, 1%
> Cc1ccc(C(C(=O)NC2CCCC2)N(Cc2cccs2)C(=O)CNC(=O)c2cccs2)o1 (configuration not stated)
    3, 4%, 6%, -1%, 4%, -13%, 8%, 3%, -6%
> C/C(=C\C(=O)c1ccc(Cl)s1)N(C)C
    0, -6%, 5%, -13%, 10%, -23%, -16%, 37%, -11%
> Cc1cccc(N(CC(=O)NCCc2ccccc2)S(=O)(=O)c2ccccc2)c1C
    1, -5%, -2%, 3%, -1%, -6%, 10%, 52%[activator], 5%
> CCOc1ccc(NC(=O)CN2C(=O)C3CCCN3C2=O)cc1 (configuration not stated)
    0, 6%, 7%, 3%, 6%, -8%, 6%[57.1 µM], 9%, 0%
> NS(=O)(=O)c1ccc(NC(=O)C2C3C=CC(C3)C2C(=O)O)cc1 (configuration not stated)
    -7, -3%, 13%, 11%, 7%, 1%, 6%[57.1 µM], 40%[activator], 1%
> Cc1nn(CCC#N)c(NC(=O)c2ccc(Cl)cc2)c1P(=O)(Nc1ccc([N+](=O)[O-])cc1)N1CCOCC1 (configuration not stated)
    1, -14%, -16%, 11%, -8%, -4%, -19%, 9%, -11%
> Cc1cccc(N2CCN(C(=O)c3ccc4c(c3)CCN4S(C)(=O)=O)CC2)c1C
    -2, -1%, 6%, -2%, 14%, -26%, -1%, 14%, ?
> O=C(NC(Cc1ccc(O)cc1)C(=O)N=Nc1c(O)[nH]c2ccccc12)c1ccccc1 (configuration not stated)
    7, 6%[57.1 µM], 19%, -4%, -13%, -11%, -8%[11.4 µM], 15%, 1%
> CCCCn1c(N)c(N(CC)C(=O)C2CCN(C(=O)c3ccccc3C)CC2)c(=O)[nH]c1=O
    4, 4%, 0%, 9%, -1%, -17%, 19%, 26%, -3%
> Cc1nc2ccccc2n2c(O)c(CC(=O)O)cc12
    -6, 34%[activator], -17%, 3%, -12%, ?, 35µM*, -20%, ?
> CC(=O)Nc1ccc(NC(=O)c2c(C)c(-c3ccccc3)nc3ccccc23)cc1
    0, 13%[57.1 µM], 5%, -1%, -2%, -20%, 13%[57.1 µM], -4%, 2%
> COc1cccc(N2CCN(C(=O)c3cnn(-c4ccccc4Cl)c3C3CCN(C(=O)OC(C)(C)C)CC3)CC2)c1
    -4, -7%, 1%, 0%, i, -11%, 2%, 25%, -9%
> COc1cc(C(C(=O)NC2CCCCC2)N(C(=O)c2cnccn2)c2ccccc2)cc(OC)c1OC (configuration not stated)
    4, -7%, 2%, -2%, 1%, -2%, 8%[57.1 µM], 26%, 1%
> O=[N+]([O-])c1cc2no[n+]([O-])c2cc1N1CCCCC1
    -11, -8%[57.1 µM], -19%, 6%, -1%, ?, ?, 14µM*, ?
> C=C(C)CNc1cc(S(=O)(=O)N2CCOCC2)ccc1Oc1ccccc1
    -7, -9%, 4%, 3%, -9%, -28%, -5%, 47%[activator], 3%
> CCCC(=O)c1ccc(N2CCN(C(=O)OCC)CC2)c(F)c1
    1, 6%, 2%, -1%, -7%, -18%, 16%, 21%, 7%
> Cc1ccc(NC(=O)COC(=O)CCC(=O)c2ccc(Cl)cc2)cc1S(=O)(=O)N(C)C
    -5, -4%, 0%, -4%, 7%, -18%, 8%, 24%, 12%
> CCOc1ccc(CNC(=O)CCC(=O)N2Cc3ccccc3Oc3ncccc32)cc1
    -12&3, 2%&5%, -8%&0%, -9%&-10%, 0%&-5%, -19%&-5%, 25%&7%, 60%&40%[activator], -4%&0%
> COc1ccc(CCNS(=O)(=O)c2ccc3c(c2)oc(=O)n3C)cc1OC
    3, 4%[57.1 µM], 3%, 17%, -5%, -5%, 45%, 26%, 1%
> COc1ccccc1C1CC(c2ccco2)=NN1S(C)(=O)=O (configuration not stated)
    6, -15%[57.1 µM], -8%, 4%, i, -13%, -76%, -22%, 17%
> COc1ccc(-c2noc(CSc3nc(N)c(-c4ccccc4)c(=O)[nH]3)n2)cc1OC
    -10, -1%, -2%, -4%, -2%, -4%, -15%, 15%, 3%
> CCC(=O)Nc1ccc(/C(C)=N/NC(=O)c2c(Br)c(C)nn2C)cc1
    -1, -5%, 8%, 3%, -6%, 1%, 1%, 36%, 5%
> CC(NC(=O)OC(C)(C)C)C(=O)NC(CCC(=O)OCc1ccccc1)C(N)=O (configuration not stated)
    -3, 9%[57.1 µM], 0%, 7%, -6%, -25%, 25%[57.1 µM], 21%, 0%
> COc1ccc(C(=O)Nc2ccccc2N2CCCC2)cc1S(=O)(=O)N1CCOCC1
    4, -11%, 28%, 1%, -8%, -11%, ?, 2%, -7%
> O=C(COc1cc(Cl)c(Cl)cc1Cl)Nn1cnnc1
    5, 9%[57.1 µM], 16%, -2%, -1%, -20%, 18%[57.1 µM], 46%[activator], 1%
> O=S(=O)(c1ccc2nc(NCc3ccccc3Cl)ccc2c1)N1CCCCC1
    -9, 5%[57.1 µM], 3%, 3%, -1%, ?, 16%[57.1 µM], 18%, 45%[activator]
> Cc1cc(C)cc(N(C(=O)CNC(=O)c2ccco2)C(C(=O)NC2CCCC2)c2ccncc2)c1 (configuration not stated)
    -2, 8%[57.1 µM], -8%, 2%, -2%, -13%, 1%[57.1 µM], -10%, -1%
> CC1(C)CCC(=O)N(c2ccccc2)C1=O
    -2, -19%[57.1 µM], -8%, 6%, -5%, -18%, 14%[57.1 µM], 41%[activator], -10%
> CCN(CC)C(=O)/C(=C\c1ccc(Br)cc1)NC(=O)c1ccccc1OC
    1, 6%, 7%, 1%, /, -7%, 7%, 23%, 0%
> COc1ccc(NC(=O)Nc2cccc([N+](=O)[O-])c2)cc1Cl
    -2, 11%[0.457 µM], -6%, 13%, -4%, -24%, 10%, -16%, 0%
> CC(=O)C1=C(C)N=c2s/c(=C/c3ccc4c(c3)OCO4)c(=O)n2C1c1ccc(N(C)C)cc1 (configuration not stated)
    -8, -2%, 16%, -1%, 0%, -15%, -13%, ?, ?
> CCOC(=O)c1cnc(SCC(=O)c2ccccc2)nc1N
    -4, 6%, -7%, 4%, -11%, -27%, 4%, 3%, -5%
> O=C(Nc1cccc(C(F)(F)F)c1)c1cnccn1
    3, 6%[57.1 µM], 5%, 6%, 0%, -17%, 11%[57.1 µM], 41%[activator], 0%
> COc1cc(CCCN2C(N)=NC[C@@H]2Cc2ccc(O)cc2)cc(OC)c1OC
    4, 5%[57.1 µM], 30%[activator], -3%, 0%, -8%, 0%[57.1 µM], 14%, 3%
> Cc1ccc(C)c(OC(C)C(=O)Nc2ccc(S(=O)(=O)Nc3nccs3)cc2)c1 (configuration not stated)
    -10, -13%, -20%, -8%, -23%, -8%, 21%[57.1 µM], ?, ?
> O=C(c1ccco1)N1CCN(C(=O)N2CCOCC2)CC1
    3, 11%, 11%, 8%, -3%, -18%, 9%, 3%, 1%
> CN(C)c1ccc(C(=S)N2CCN(S(=O)(=O)c3ccccc3)CC2)cc1
    -2, 2%, 23%, 4%, i, -18%, 29%, 20%, 8%
> O=C(c1ccccn1)N1CCN(S(=O)(=O)c2cccc(Br)c2)CC1
    6, 7%, 5%, 2%, -5%, -1%, 16%, 2%, 4%
> CCOC(=O)c1cccc(NC(=O)Nc2ccc(OCC)cc2)c1
    0, 2%, 4%, 10%, 0%, -20%, 12%, 68%[activator], -3%
> Cc1ccc(C2CC(c3ccccc3)n3ncnc3N2)cc1 (configuration not stated)
    7, 1%, 1%, -3%, -7%, -15%, 23%, 45%[activator], 6%
> Oc1[nH]c2ccccc2c1N=Nc1ccc(F)cc1
    1, -4%, 4%, 1%, 6%, ?, -3%, 14%, ?
